BAP1 inh: inhibitors of BAP1 deubiquitinase, primary screen, biochemical, Ub-AMC fluorescence, kinetic | hit rate 0.48% among 72,000 | Ubiquitin carboxyl-terminal hydrolase BAP1 (Homo sapiens), Q92560 | recombinant BAP1, Ub-AMC hydrolysis fluorescence kinetic; hits give low values | activity remaining (% of control), % at 20 µM | AID 436, 2006;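 active = activity remaining at or below 50% of control, provided the compound also passes the data quality filters; inactive = the rest, including low values that fail the filters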;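 note: 100% = DMSO wells rate and 0% = substrate alone blank rate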
Target sequence (Q92560 whole entry, looked up): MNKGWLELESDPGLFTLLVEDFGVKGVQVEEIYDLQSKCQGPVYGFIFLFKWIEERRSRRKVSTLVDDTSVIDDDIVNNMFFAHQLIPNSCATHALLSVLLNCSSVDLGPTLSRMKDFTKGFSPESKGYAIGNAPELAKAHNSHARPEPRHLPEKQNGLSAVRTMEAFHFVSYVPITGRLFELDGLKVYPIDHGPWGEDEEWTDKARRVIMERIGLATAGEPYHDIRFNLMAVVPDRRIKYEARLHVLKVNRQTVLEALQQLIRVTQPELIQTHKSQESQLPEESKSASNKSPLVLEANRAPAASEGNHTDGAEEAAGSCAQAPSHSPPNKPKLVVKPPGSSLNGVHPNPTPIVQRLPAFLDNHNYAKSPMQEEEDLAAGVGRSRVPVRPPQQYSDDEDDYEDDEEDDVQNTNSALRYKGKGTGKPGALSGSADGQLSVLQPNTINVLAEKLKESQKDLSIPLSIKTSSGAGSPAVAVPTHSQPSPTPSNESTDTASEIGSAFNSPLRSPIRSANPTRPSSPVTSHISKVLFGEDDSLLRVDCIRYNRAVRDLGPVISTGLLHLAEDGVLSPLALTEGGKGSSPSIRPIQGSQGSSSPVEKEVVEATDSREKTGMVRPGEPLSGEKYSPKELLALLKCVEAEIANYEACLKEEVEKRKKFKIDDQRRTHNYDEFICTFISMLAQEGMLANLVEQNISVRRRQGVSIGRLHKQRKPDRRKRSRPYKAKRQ
HePTP inh: inhibitors of human HePTP phosphatase, primary screen, biochemical, absorbance, leukemia target. Tyrosine-protein phosphatase non-receptor type 7 (Homo sapiens), P35236. recombinant HePTP phosphatase activity, OD absorbance. inhibition, % at 20 µM. hit rate 0.64% among 110,000; in the data active = inhibition above about 50%;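 note: plate controls were vehicle for no effect and reference inhibitor for full effect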
Target sequence (P35236 whole entry, looked up): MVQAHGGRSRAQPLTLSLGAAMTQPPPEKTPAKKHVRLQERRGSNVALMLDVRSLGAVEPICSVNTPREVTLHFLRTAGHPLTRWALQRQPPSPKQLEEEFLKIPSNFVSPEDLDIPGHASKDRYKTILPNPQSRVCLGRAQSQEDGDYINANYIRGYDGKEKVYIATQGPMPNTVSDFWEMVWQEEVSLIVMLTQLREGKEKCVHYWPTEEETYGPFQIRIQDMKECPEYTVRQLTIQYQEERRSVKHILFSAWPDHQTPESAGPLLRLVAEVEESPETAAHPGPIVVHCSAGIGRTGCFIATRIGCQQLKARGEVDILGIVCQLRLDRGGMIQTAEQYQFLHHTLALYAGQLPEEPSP
Numbers without * were called inactive; / = no result given; & = joins results of further samples. Outcome played no part in choosing rows; any-hit rate near 0.91%.

SMILES	BAP1 inh	HePTP inh
COC(=O)NCC12CC3CC(C1)CC(CNC(=O)OC)(C3)C2	53	1
Cc1cccc(C(C)C)c1NC(=O)Nc1cccc(Cl)c1	/	9
O=C(Cn1cnc2c(cnn2-c2ccc(F)cc2)c1=O)N1CCN(c2ccccc2F)CC1	121	-8
O=C(/C=C/c1ccccc1)Nc1ccc(-c2nc3ccccc3o2)c(O)c1	/	18
O=C(c1ccc2c(c1)OCO2)N1CCN=C1SCc1cccnc1	96	-1
Cc1ccc(N(CC(N)=O)C2SC(=O)N(Cc3ccccc3)C2=O)cc1 (stereo not drawn)	110	-6
CCOC(=O)c1sc2ncn(/N=C/N(C)C)c(=O)c2c1C	97	4
COc1ccccc1CNC(=O)C(=O)NCC1CCCO1 (stereo not drawn)	/	-11
Nc1n[nH]c(N)c1N=Nc1ccc(F)cc1	/	4
Cc1cc(NC(=O)CSc2c(C)[nH]c3ccccc23)no1	96	4
CC(=O)NC(CCC(=O)OCc1ccccc1)C(=O)Nc1ccc(C)cc1 (stereo not drawn)	/	-4
NC(=O)C12CCC3CC(CC(C3)C1)C2	86	/
Brc1cc2c(cc1/C=N/Nc1nc(N3CCOCC3)nc(N3CCOCC3)n1)OCO2	/	7
Cc1c(Cl)cccc1N1C(=O)c2ccccc2C1=O	87	13&3
O=C(NC1CCCCCCC1)C1CCN(S(=O)(=O)N2CCCC2)CC1	88	10
Cc1cccc(C)c1NC(=O)C1CC(=O)N(c2ccc(Br)cc2)C1 (stereo not drawn)	/	-11
Cc1ccc(N2C(=O)Nc3ccc(Br)cc3C2(O)C(=O)NCCCN(C)C)cc1C (stereo not drawn)	/	4
Cc1nc2cncc(Br)c2n1C	103	-1
C/C(=N\NC(=O)COc1ccccc1C)c1ccc(Br)cc1	/	-9
CC(C)Oc1ccc(C(=O)NCc2ccco2)cc1	127	4
O=S(=O)(Nc1ncccn1)c1ccc(Nc2ncnc3ccccc23)cc1	91	9
C/C(=N\Nc1cc(-c2ccccc2)nc(C)n1)c1ccc(O)cc1	/	-5
CCOc1ccccc1C1C(C(=O)OC)=CNC=C1C(=O)OC	/	7
COc1ccc(CC(=O)Nc2c3c(nn2-c2cccc(Cl)c2)CS(=O)C3)cc1 (stereo not drawn)	86	9
CC(C(=O)Oc1ccc2c(c1)OCO2)N1C(=O)c2ccccc2C1=O (stereo not drawn)	100	7
COC(=O)C(=C/C=C/C=C/N(C)C)C(=O)OC	/	3
O=C1C(Cl)=C(Nc2ccccc2F)C(=O)N1c1ccc(Cl)cc1	/	-2
O=C(Nc1ccccc1)Nc1nnc(-c2ccccc2F)s1	/	11
COc1ccc(-c2csc(Cc3nnc(N4CCOCC4)n3-c3ccccc3)n2)cc1	/	1
Cc1ccc(C=Cc2ccncc2)cc1	139	/
Cc1sc2nnn(CC(=O)N3CCN(C(=O)c4ccco4)CC3)c(=O)c2c1C	105	5
CC(O)C(=O)C12CC3CC(CC(C3)C1)C2 (stereo not drawn)	57	/
O=C(O)CCCCCN1C(=O)C(=O)/C(=C(/O)c2ccccc2)C1c1cccc([N+](=O)[O-])c1 (stereo not drawn)	/	5
CC(O)c1ccc(NC(=O)c2cnn3c2NC(c2ccc(F)cc2)CC3C(F)(F)F)cc1 (stereo not drawn)	/	-8
Cn1c(C(=O)NCCN2CCN(c3ccccc3F)CC2)cc2c(=O)n(C)c3ccccc3c21	101	13
COc1ccc(OC)c(N=Cc2c(O)n(-c3cc(OC)ccc3OC)c(=O)[nH]c2=O)c1	/	10
CCOC(=O)c1sc(NC(=O)CSc2nnnn2-c2ccc(C)cc2)c(C(=O)OCC)c1C	/	-2
O=C1C(N2CCOCC2)=C/C(=N\S(=O)(=O)c2ccc(Cl)cc2)c2ccccc21	/	9
CC(C)(C#N)NCCCCCCNC(C)(C)C#N	/	-3
CCCC(C(=O)NCC1CCCO1)N(Cc1ccco1)C(=O)CNS(=O)(=O)c1ccccc1 (stereo not drawn)	148	0
Cc1cccn2c(=O)c(C=O)c(N3CCC(C)CC3)nc12	/	6
O=C(NCc1ccco1)c1cc2c(s1)CSC2	/	10
O=S(=O)(NCC1CCCO1)c1cccc2nsnc12 (stereo not drawn)	101	8
COc1ccccc1C(NC(=O)Cc1ccccc1)c1c(OC(C)=O)ccc2ccccc12 (stereo not drawn)	/	-4
O=C(c1ccco1)N1CCN(S(=O)(=O)c2cccc3nsnc23)CC1	/	-2
O=C(CCN1C(=O)c2ccccc2C1=O)Nc1ccc(S(=O)(=O)N2CCOCC2)cc1	74	5
O=C1CC(c2ccccc2)CC2=C1C(c1ccc(C(F)(F)F)cc1)Nc1ccccc1N2 (stereo not drawn)	115	/
Cc1ccc(/C=C2\SC(=S)N(CCc3ccccc3)C2=O)cc1	/	7
C=CCc1ccccc1OCCn1cc(/C=C2/SC(=S)N(C)C2=O)c2ccccc21	/	1
Cc1nccn1-c1cc(C(C)C)c(C#N)c2nc3ccccc3n12	99	7
CC(=O)Nc1ccc(NC2=CC(=O)CC(C)(C)C2)cc1	121	0
O=C(Nc1ccc(Br)cc1)C1C(c2ccccc2)=C1c1ccccc1	/	-10
COc1ccc2cc(CCNC(=O)c3ccc4c(c3)OCO4)c(=O)[nH]c2c1	91	3
Cc1csc(NC(=O)CSc2nnc(Cn3c(=O)sc4ccccc43)n2-c2ccccc2)n1	80	4
COc1ccccc1N=C1C(=O)Nc2ccccc21	117	/
CCCCOc1ccc(S(=O)(=O)n2nc(C)cc2C)cc1	/	4
CS(C)(=O)=NS(=O)(=O)c1ccc(Cl)cc1	100	2
COc1ccc2cc(CN(Cc3ccco3)Cc3nnnn3C3CCCCC3)c(=O)[nH]c2c1	71	11
CCOC(=O)CCCNC(=O)CCNC(=O)c1ccc(OC(C)C)cc1	105	11
COc1ccc(CNn2c(C)nc3ccccc3c2=O)cc1	110	5

Going on with the list.
SMILES	BAP1 inh	HePTP inh
Cn1ccnc1SCC(=O)c1ccc(Cl)cc1	/	7
COc1cc(OC)c(OC)cc1/C=N/n1c(C)nnc1C	/	5
O=C(Nc1nnc(CSCc2ccccc2F)s1)C1CCCCC1	/	8
O=C1CCCc2c1n(CC(O)CO)c1ccccc21 (stereo not drawn)	/	1
Cn1c(-c2c(N)n(C3CCCC3)c3nc4ccccc4nc23)nc2ccccc21	41*	-11
O=C(NCCO)/C(=C\c1cccc(Br)c1)NC(=O)c1ccccc1	/	-2
COc1ccccc1NC(=O)c1ccccc1N(Cc1ccccc1)S(=O)(=O)c1ccccc1	/	-13
COc1ccc(OC)c(N2C(N)=C(C#N)C(c3ccc(OC)c(O)c3)C3=C2CC(C)(C)CC3=O)c1 (stereo not drawn)	81	4
CC(NC(=O)CN1CCN(C)CC1)C1CC2CCC1C2 (stereo not drawn)	/	1
CCOC(=O)c1c(-c2ccc(C)cc2)csc1NC(=O)C(C)(C)C	/	-6
O=C(Nc1nnc(COc2ccc(Cl)cc2Cl)s1)c1ccco1	/	1
Cn1c(=O)[nH]c(=O)c2c1nc(Br)n2Cc1ccccc1F	99	4
Oc1ccccc1-c1cc(-c2ccccc2)nc(N/N=C/c2ccc(F)cc2)n1	/	5
COc1ccc(C)cc1NC(=O)CN1CCN(c2ccccc2F)CC1	90	44
O=C1c2oc3ccccc3c(=O)c2C(c2cccnc2)N1Cc1ccco1 (stereo not drawn)	102	2
O=C(NCC(c1cccnc1)N1CCOCC1)c1ccco1 (stereo not drawn)	95	4
O=C(Cn1cnc2c(nnn2-c2ccc(F)cc2)c1=O)N1CCCc2ccccc21	93	-5
CCCC(=O)Nc1cccc(NC(=O)CN2CCN(c3ccccc3OC)CC2)c1	105	5
CCOc1ccc(-c2csc(NC(=O)C3CCCO3)n2)cc1 (stereo not drawn)	98	13
O=C(O/N=C(\c1ccncc1)c1ccc([N+](=O)[O-])cc1)c1ccc(Oc2ccccc2)cc1	/	6

3 entries picked at random from those above, as already listed:
SMILES	BAP1 inh	HePTP inh
O=C(Nc1nnc(COc2ccc(Cl)cc2Cl)s1)c1ccco1	/	1
O=C1c2oc3ccccc3c(=O)c2C(c2cccnc2)N1Cc1ccco1 (stereo not drawn)	102	2
Cn1c(=O)[nH]c(=O)c2c1nc(Br)n2Cc1ccccc1F	99	4

(further entries)
SMILES	BAP1 inh	HePTP inh
COc1ccc(C(=O)Nc2cc(C)on2)cc1	107	-5
Cc1nn2c(NCCCN3CCOCC3)c3c(nc2c1-c1ccccc1)CCC3	324	11
O=C(O)c1ccccc1C(=O)Nc1nncs1	/	-4
O=C(CCS(=O)(=O)c1cccc2nsnc12)N1CC(=O)N(CCc2ccccc2)C(=O)C1	/	6
CCOC(=O)C(C(=O)Nc1ncccn1)C1CCCCC1 (stereo not drawn)	/	-6
Cc1c(C(=O)NCc2ccc3c(c2)OCO3)oc2ccc(S(=O)(=O)N3CCC(C)CC3)cc12	/	-10
CCOc1cc2[nH]c(=O)n(CCCCC(=O)NC3CCCCCC3)c(=O)c2cc1OCC	/	0
O=C(NCCCn1ccnc1)C12CC3CC(CC(C3)C1)C2	/	-4
CCCCNC(=O)c1c(O)c2cccc3c2n(c1=O)CCC3	112	4
COc1ccc(C(NC(=O)CNC(C)=O)C(=O)Nc2ccc3c(c2)OCCO3)cc1 (stereo not drawn)	116	-2
Cc1ccccc1/C=C1/NC(=S)NC1=O	/	0
c1ccc(OCc2nc3ccccc3s2)cc1	119	1
CN(C)c1cc2c(Nc3ccc4c(cnn4Cc4ccccc4)c3)ncnc2cn1	69	/
COc1ccc(OC)c(NC(=S)NC(NC(=O)c2ccc(C)cc2)C(Cl)(Cl)Cl)c1 (stereo not drawn)	/	-2
O=C(NCc1ccc2c(c1)OCO2)c1cc(-c2ccccc2)on1	78	-10
CC(C)(C)NC(=O)C1CCN(C(=O)c2ccc(Br)cc2)CC1	60	-10
COc1ccc(NC(=O)CN2C(=O)c3ccccc3C2=O)cc1O	/	-1
O=C1CC(c2ccc(Cl)cc2)CC2=C1C(c1ccc(C(F)(F)F)cc1)Nc1ccccc1N2 (stereo not drawn)	59	1
CCn1c(SCC(=O)Nc2cc(C)on2)nc2c1c(=O)n(C)c(=O)n2C	101	9
COc1cccc(-c2nnc(SCC(=O)N3CCCC3=O)n2-c2ccccc2)c1	/	6
O=C(CCS(=O)(=O)c1cccs1)N1CCN(c2ccc(F)cc2)CC1	/	-2
COc1ccc2c(c1OC)C(=O)N(c1cccc(C)c1)C2	94	-26&-6
CC(=O)Nc1ccc(OCC(O)CN2CCN(c3ccc(C)c(Cl)c3)CC2)cc1 (stereo not drawn)	102	7
Cc1cc2cc(CN(CCN3CCOCC3)C(=O)Nc3ccccc3F)c(=O)[nH]c2cc1C	79	7
CCC1=NC(C(F)(F)F)(C(F)(F)F)N=C(N2CCCCC2)O1	/	-10
CCOC(=O)N1CCC(NC(=O)c2cc(C(=O)NCc3cccc(Cl)c3)ccc2CO)CC1	83	13
O=[N+]([O-])c1cccc(S(=O)(=O)Nc2ccc(Oc3ccccc3)cc2)c1	/	2
CCOc1ccc(NC(=O)CN(Cc2ccccc2)S(=O)(=O)c2ccc(OC)cc2)cc1	/	0
O=C(O)CSCNC(=O)CC12CC3CC(CC(C3)C1)C2	69	-3
Cc1ccc(O)c(-c2cc(-c3ccccc3C)[nH]n2)c1	96	5
CC1(C)C2=C([N+](=O)[O-])CN(c3ccccc3)CN2C(C)(C)N1[O]	/	5
CCc1nnc(NC(=O)C(NS(=O)(=O)c2ccc3c(c2)OCCO3)C(C)C)s1 (stereo not drawn)	93	12
CC(=O)Nc1ccc(-c2nc(-c3ccccc3)c(-c3ccc(Br)cc3)[nH]2)cc1	/	7
CC1=C(C(=O)OC(C)C)C(c2ccccc2C(F)(F)F)CC(=O)N1 (stereo not drawn)	/	-3
CCOC(=O)c1c(C)oc2c(F)c(C(F)(F)F)c(F)c(F)c12	/	6
CNC(=O)CC(C(=O)O)c1ccc(OCC(C)C)cc1 (stereo not drawn)	110	3
Nc1ccc2nc(SCc3ccc(Br)cc3)sc2c1	/	2
Cc1c(C(=O)O)oc2ccc(S(=O)(=O)N(CC(C)C)CC(C)C)cc12	83	5
CCOC(=O)N1CCN(Cc2oc(CO)cc(=O)c2O)CC1	118	7
Cn1c(=O)c2c(ncn2CC(=O)NNC(=S)Nc2ccccc2)n(C)c1=O	/	8
O=C(O)CC1S\C(=N/N=C\C=C/c2ccccc2)N(c2ccc(O)cc2)C1=O (stereo not drawn)	/	1
COC(=O)c1ccc(C2CC(=O)Nc3c2cc(Br)c2ccccc32)cc1 (stereo not drawn)	/	-2
O=C(NCc1cccnc1)c1ccc(-c2cc(Cl)ccc2Cl)o1	/	-2

Molecules from the list above that have a Cl atom:
SMILES	BAP1 inh	HePTP inh
Cc1cccc(C(C)C)c1NC(=O)Nc1cccc(Cl)c1	/	9
Cc1c(Cl)cccc1N1C(=O)c2ccccc2C1=O	87	13&3
COc1ccc(CC(=O)Nc2c3c(nn2-c2cccc(Cl)c2)CS(=O)C3)cc1 (stereo not drawn)	86	9
O=C1C(Cl)=C(Nc2ccccc2F)C(=O)N1c1ccc(Cl)cc1	/	-2
O=C1C(N2CCOCC2)=C/C(=N\S(=O)(=O)c2ccc(Cl)cc2)c2ccccc21	/	9
CS(C)(=O)=NS(=O)(=O)c1ccc(Cl)cc1	100	2
Cn1ccnc1SCC(=O)c1ccc(Cl)cc1	/	7
O=C(Nc1nnc(COc2ccc(Cl)cc2Cl)s1)c1ccco1	/	1
COc1ccc(OC)c(NC(=S)NC(NC(=O)c2ccc(C)cc2)C(Cl)(Cl)Cl)c1 (stereo not drawn)	/	-2
O=C1CC(c2ccc(Cl)cc2)CC2=C1C(c1ccc(C(F)(F)F)cc1)Nc1ccccc1N2 (stereo not drawn)	59	1
CC(=O)Nc1ccc(OCC(O)CN2CCN(c3ccc(C)c(Cl)c3)CC2)cc1 (stereo not drawn)	102	7
CCOC(=O)N1CCC(NC(=O)c2cc(C(=O)NCc3cccc(Cl)c3)ccc2CO)CC1	83	13
O=C(NCc1cccnc1)c1ccc(-c2cc(Cl)ccc2Cl)o1	/	-2

Source: PubChem (several laboratories)
